CHOP_inh = inhibitors of CHOP induction in ER stress response. inhibition, % at 10 µM. AID 2732. hit rate 3.8% among 220,000. CHO-K1 CHOP-promoter luciferase, tunicamycin-induced, 15-18 h;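 active = compounds that reduced the stress-induced luciferase reporter signal by more than about 70% of percent inhibition, limit read from the data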;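 also: 0% = tunicamycin plus vehicle and 100% = wells without tunicamycin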
Active calls of the source: *.

SMILES CHOP_inh
CC(=O)O[C@]1(C(C)=O)CC[C@H]2[C@@H]3C=C(Cl)C4=CC(=O)[C@@H]5C[C@@H]5[C@]4(C)[C@H]3CC[C@@]21C -9.7
CN(C)C/C=C(/c1ccc(Br)cc1)c1cccnc1 -27.6
CCCOc1ccccc1-c1nc2n[nH]nc2c(=O)[nH]1 -6.5
COc1nc(C)nc(Cl)c1NC1=NCCN1 1.7

Three entries from above, sorted by molar mass, high to low:
SMILES CHOP_inh
CC(=O)O[C@]1(C(C)=O)CC[C@H]2[C@@H]3C=C(Cl)C4=CC(=O)[C@@H]5C[C@@H]5[C@]4(C)[C@H]3CC[C@@]21C -9.7
CN(C)C/C=C(/c1ccc(Br)cc1)c1cccnc1 -27.6
CCCOc1ccccc1-c1nc2n[nH]nc2c(=O)[nH]1 -6.5

Not all compounds are listed; the hit share may differ from the screen's.
